# High-throughput results deposited in PubChem by several laboratories.
# SRC2 inh: inhibits human steroid receptor coactivator 2; Q15596; HEK293 GAL4-SRC2 luciferase reporter, luminescence; inhibition, % at 9 µM; 370,000 compounds, 0.17% hits; AID 651957;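 active = inhibition above the mean inhibition of all tested compounds plus 3 SD, set per campaign, cut at about 52% in these data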;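 note: 0% = DMSO treated cells and 100% = cells given Gossypol at 36 µM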
# NOD2-RIPK2 inh: blocks binding of human NOD2 to RIPK2; CHO BLA complementation NOD2-RIPK2, CCF4 ratio; inhibition, % at 4.98 µM; 360,000 compounds, 0.38% hits; in the data active = inhibition above about 21%;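 note: 0% = vehicle only and 100% = reference blocker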
# LRH-1 inv ag: NR5A2 inverse agonism in reporter assay | AID 602396 | inhibition, % at 3.6 µM | 360,000 compounds, 0.13% hits | HEK293T StAR-luciferase reporter, LRH-1 transfected, 24 h;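 active = inhibition above the mean inhibition of all tested compounds plus 3 SD, cut at about 73% in these data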;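 note: 0% = DMSO wells and 100% = reporter-only cells lacking LRH-1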
# TLR9-MyD88 block: inhibitors of human TLR9-MyD88 binding; Q9NR96+Q99836; CHO BLA complementation TLR9-MyD88, CCF4 FRET ratio; inhibition, % at 4.98 µM; 340,000 compounds, 0.21% hits; AID 504734;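 active = inhibition above the mean over all tested compounds plus 3 SD, cut at about 21% in these data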;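 note: 0% = DMSO only wells and 100% = clavulanate BLA inhibitor control wells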
# NR2F2 inh: blocks human COUP-TFII nuclear receptor; HEK293T NGFI-A luciferase reporter, luminescence; 370,000 compounds, 0.7% hits; inhibition, % at 8.6 µM; P24468;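 active = inhibition above a per-plate cutoff, mean inhibition of test wells between control levels plus 3 SD, cut at about 38% in these data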;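 note: cells cotransfected with COUP-TFII expression vector driving the NGFI-A reporter; 0% = median of COUP-TF2 test wells and 100% = reporter-only cells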
# NCOA1 inh: inhibits human SRC1 coactivator; Q15788; inhibition, % at 3.6 µM; 360,000 compounds, 0.12% hits; HEK293 GAL4-SRC1 luciferase reporter, luminescence;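 active = inhibition above the campaign mean plus 3 SD, with each screening campaign given its own cutoff, cut at about 60% in these data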;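 note: 0% = DMSO treated cells and 100% = gossypol at 36 µM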
# Target sequence (Q15788 whole entry, looked up, the tested form may be a part): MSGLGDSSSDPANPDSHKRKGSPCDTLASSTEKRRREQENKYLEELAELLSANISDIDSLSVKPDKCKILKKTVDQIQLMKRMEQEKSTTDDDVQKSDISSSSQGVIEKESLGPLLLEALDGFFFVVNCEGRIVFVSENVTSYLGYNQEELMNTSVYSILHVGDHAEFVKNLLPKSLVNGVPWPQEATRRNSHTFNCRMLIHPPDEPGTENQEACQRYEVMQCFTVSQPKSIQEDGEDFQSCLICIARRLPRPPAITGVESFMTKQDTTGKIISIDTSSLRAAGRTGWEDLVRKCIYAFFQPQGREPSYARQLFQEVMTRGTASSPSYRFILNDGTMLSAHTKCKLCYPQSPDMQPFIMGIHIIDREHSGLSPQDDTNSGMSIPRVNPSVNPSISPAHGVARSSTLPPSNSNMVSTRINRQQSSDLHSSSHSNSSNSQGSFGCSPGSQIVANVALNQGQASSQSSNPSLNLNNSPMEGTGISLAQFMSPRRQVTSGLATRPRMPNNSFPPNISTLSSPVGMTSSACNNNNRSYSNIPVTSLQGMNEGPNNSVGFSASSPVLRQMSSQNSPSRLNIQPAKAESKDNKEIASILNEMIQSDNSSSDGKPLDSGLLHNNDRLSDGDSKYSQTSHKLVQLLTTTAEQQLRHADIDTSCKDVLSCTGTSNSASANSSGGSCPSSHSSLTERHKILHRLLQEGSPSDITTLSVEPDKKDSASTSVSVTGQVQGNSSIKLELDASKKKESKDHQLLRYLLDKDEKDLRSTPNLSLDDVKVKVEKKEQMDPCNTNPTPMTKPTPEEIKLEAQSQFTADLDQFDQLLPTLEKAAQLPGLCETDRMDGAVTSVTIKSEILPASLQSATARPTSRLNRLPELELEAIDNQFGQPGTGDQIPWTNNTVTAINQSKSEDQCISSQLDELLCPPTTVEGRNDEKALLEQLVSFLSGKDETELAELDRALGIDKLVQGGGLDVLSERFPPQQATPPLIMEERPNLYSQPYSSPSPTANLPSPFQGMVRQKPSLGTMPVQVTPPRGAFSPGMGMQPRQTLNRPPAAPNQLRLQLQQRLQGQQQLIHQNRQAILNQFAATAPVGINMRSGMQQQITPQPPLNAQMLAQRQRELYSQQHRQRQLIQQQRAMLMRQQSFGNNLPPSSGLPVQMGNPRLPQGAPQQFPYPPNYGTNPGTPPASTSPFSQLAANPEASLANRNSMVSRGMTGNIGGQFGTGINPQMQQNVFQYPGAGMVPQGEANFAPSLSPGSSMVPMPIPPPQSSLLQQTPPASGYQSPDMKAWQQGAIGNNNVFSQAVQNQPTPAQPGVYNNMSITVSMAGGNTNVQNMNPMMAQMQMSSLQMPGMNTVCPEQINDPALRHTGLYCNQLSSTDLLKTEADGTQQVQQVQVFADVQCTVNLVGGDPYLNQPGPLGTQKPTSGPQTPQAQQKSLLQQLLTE
# TROY NFkB inh: inhibitors of TROY-dependent NF-kB signaling | Q293 LMP1-TROYcd NF-kB luciferase reporter, 4 h | 360,000 compounds, 0.98% hits | inhibition, % at 10 µM;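 active = compounds whose plate-normalised and pattern-corrected inhibition of the luciferase reporter signal at the single screening dose is 50% or more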
# TWEAK Fn14 block: blocks TWEAK-Fn14 interaction in a reporter cell assay; TWEAK-stimulated Fn14 reporter cells, luciferase luminescence, 8 h; inhibition, % at 10 µM; 360,000 compounds, 2% hits; AID 1159606; in the data active = inhibition above about 50%
# NCOA3 inh: inhibitors of human steroid receptor coactivator 3 (SRC3); HEK293 GAL4-SRC3 luciferase reporter, luminescence; inhibition, % at 3.6 µM; 360,000 compounds, 0.17% hits; AID 588352;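 active = inhibition above a per-campaign cutoff, the mean of all compounds plus 3 SD, cut at about 60% in these data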;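 note: 0% = DMSO-treated cells and 100% = gossypol-treated cells at 36 µM; higher means less SRC3-driven luciferase light from the GAL4 reporter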
# C8 TRAIL sens: sensitizes caspase-8 expressing cells to TRAIL | inhibition (viability loss, TRAIL sensitization), % at 10 µM | NB7+C8 cells + TRAIL, ATPlite viability luminescence | 360,000 compounds, 1% hits;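 active = compounds causing at least 50% loss of cell viability in the single-dose screen, relative to plate controls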
# LMP1 NFkB inh: Epstein-Barr LMP1 NF-kappaB reporter inhibition. LMP1-induced NF-kappaB luciferase reporter cells, luminescence. 350,000 compounds, 0.69% hits. inhibition, % at 12.5 µM; in the data active = inhibition above about 41%;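 note: 0% = neutral control wells and 100% = reference inhibitor control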
# * = called active by the depositor; nt = no result given. The list is partial; rates above refer to the full screens.
SMILES,SRC2 inh,NOD2-RIPK2 inh,LRH-1 inv ag,TLR9-MyD88 block,NR2F2 inh,NCOA1 inh,TROY NFkB inh,TWEAK Fn14 block,NCOA3 inh,C8 TRAIL sens,LMP1 NFkB inh
O=C(NCC1CCOCC1)C1CCC(=O)N(Cc2cccc(C(F)(F)F)c2)C1 (stereo unspecified),-3,5,-5,-5,-7,-4,5,9,14,-12,-5
CN(C)c1ccc(CNS(=O)(=O)c2ccc3c(c2)NC(=O)CS3)cc1,22,5,0,-7,20,-10,17,15,-13,-26,5
O=S(=O)(O)c1cnccc1Nc1cccc(C(F)(F)F)c1,-16,-5,8,-19,2,-9,6,7,12,5,10
O=S(=O)(c1ccc(N2CCN(CCO)CC2)nc1)N1CCCCC1,-11,6,-15,4,5,-12,-12,-2,-13,-2,-5
COc1ccc(Br)cc1C(=O)Nc1ccccc1N1CCCC1,13,0,1,6,14,-21,-23,-26,27,1,1
CC(=O)N(c1ccccc1)c1nc(/C=C/C(=O)O)cs1,-29,-1,2,2,8,-22,-4,12,0,-3,0
CSCC(=O)N1CCC(n2nccc2NC(=O)CCCc2ccccc2)CC1,-43,9,-17,9,-8,-16,-10,-15,-41,-4,-7
Cc1c(C(=O)N2CCCC2)oc2c1-c1[nH]ncc1CC2,-19,21*,-12,0,15,0,5,6,-20,-8,0
CC(C)=CCC/C(C)=C/CNC(=O)CC1C[C@H](C(=O)N2CCOCC2)[C@@]2(C)c3[nH]c4ccccc4c3CCN2C1=O (stereo partly specified),-8,-4,-20,-2,8,11,20,21,6,-8,-2
Cc1ccc2c(c1)nnn2C1CCN(CC(=O)NCCc2nc3ccccc3[nH]2)CC1,-8,-1,12,-4,-5,5,-13,3,6,4,10
COCc1ccc(C(=O)N2CCCC(C(=O)c3ccc(SC)cc3)C2)s1 (stereo unspecified),5,-2,5,-4,7,-22,-9,0,14,4,3
COc1ccc2oc(=Nc3cccc(F)c3)c(C(N)=O)cc2c1,-47,-6,-23,5,-17,-56,-73,-10,-50,-31,-9
O=c1[nH]cnc2c1nnn2C1OC(CO)C(O)C1O (stereo unspecified),23,-16,85*,nt,-10,41,14,-1,61,21,nt
O=C(CN1CCc2cc3c(cc2C1)OCCCO3)Nc1c(F)cccc1F,21,-3,-9,-7,18,-15,21,15,-14,-8,0
CCC(C)(C(=O)NC1CCCCC1)N(C(=O)c1ccccn1)c1ccc(C)cc1 (stereo unspecified),-24,8,16,1,-11,4,14,-7,13,-9,7

# Shown field by field: entries from further up
Cc1c(C(=O)N2CCCC2)oc2c1-c1[nH]ncc1CC2
  SRC2 inh: -19; NOD2-RIPK2 inh: 21*; LRH-1 inv ag: -12; TLR9-MyD88 block: 0; NR2F2 inh: 15; NCOA1 inh: 0; TROY NFkB inh: 5; TWEAK Fn14 block: 6; NCOA3 inh: -20; C8 TRAIL sens: -8; LMP1 NFkB inh: 0

O=C(NCC1CCOCC1)C1CCC(=O)N(Cc2cccc(C(F)(F)F)c2)C1 (stereo unspecified)
  SRC2 inh: -3; NOD2-RIPK2 inh: 5; LRH-1 inv ag: -5; TLR9-MyD88 block: -5; NR2F2 inh: -7; NCOA1 inh: -4; TROY NFkB inh: 5; TWEAK Fn14 block: 9; NCOA3 inh: 14; C8 TRAIL sens: -12; LMP1 NFkB inh: -5

# (further entries)
SMILES,SRC2 inh,NOD2-RIPK2 inh,LRH-1 inv ag,TLR9-MyD88 block,NR2F2 inh,NCOA1 inh,TROY NFkB inh,TWEAK Fn14 block,NCOA3 inh,C8 TRAIL sens,LMP1 NFkB inh
Cc1c(NC(=O)CN2C(=O)NC3(CCC(C)CC3)C2=O)c(=O)n(-c2ccccc2)n1C (stereo unspecified),3,-10,7,9,0,2,6,-4,16,-2,2
O=C(Nc1ccccc1)Oc1ccccc1N1CCOCC1,14,12,5,2,-6,-30,2,-12,10,-14,-2
O=C(Nc1ccc(N2CCOCC2)cc1)c1ccc(Cl)c(S(=O)(=O)N2CCCC2)c1,30,-5,0,-13,14,13,28,24,25,27,22
Cc1ccc(C2NC(=S)NC3=C2N2CCC3CC2)cc1 (stereo unspecified),-10,5,10,7,9,7,5,24,5,-9,0
Cc1ccc(-c2ccccc2C2=CC(=O)CC(C)(C)C2=O)cc1,4,2,3,6,4,8,-5,5,11,-5,6
CC(=O)N1CCN(Cc2nc3cc(NC(=O)c4ccc(Cl)cc4)ccc3n2C)CC1,-1,0,-34,-2,20,-1,-26,-1,-11,-6,-2
CN(C)C(=S)NC(=S)Nc1ccc2ccccc2c1,-37,1,-141,-8,-35,-111,-48,23,-125,16,-16
Cc1cc(-c2csc(N)n2)c(C)n1C,0,-10,6,3,3,5,6,-5,-3,1,6
COCCN1C(=O)CCC1(C)C(=O)Nc1ccc2ccccc2c1 (stereo unspecified),0,1,17,nt,-13,-1,-4,2,-9,-2,nt
CC(Oc1ccccc1)C(=O)Nc1cc(Cl)ccc1-n1cncn1 (stereo unspecified),-2,3,-17,-7,11,-8,-18,4,11,-21,-4
CC(=O)Nc1cccc(OCC(=O)Nc2ccc(F)cc2)c1,-28,-1,-21,8,13,-31,-39,-22,-33,-4,-12
C=CCN1C=CC(=C/C=C(/C#N)C(=O)OCC)C=C1,-70,3,-137,6,-30,-100,-22,50*,-76,49*,4
COc1ccccc1NS(=O)(=O)c1ccc2c(c1)CCN2C(=O)CCC(=O)O,-14,-24,3,-2,-5,-6,22,7,-8,-15,2
C/C=C/n1ccnc1CC(O)(c1ccccc1)c1ccc(C)cc1 (stereo unspecified),14,-3,11,-14,11,-74,-3,14,5,1,0
CN1CCN(C(=O)c2cnn(-c3ccccc3)c2NC(=O)c2ccccc2Br)CC1,17,3,-5,-2,2,-32,0,23,5,0,-6

# Compound profiles, from the list above. Values in the order: SRC2 inh	NOD2-RIPK2 inh	LRH-1 inv ag	TLR9-MyD88 block	NR2F2 inh	NCOA1 inh	TROY NFkB inh	TWEAK Fn14 block	NCOA3 inh	C8 TRAIL sens	LMP1 NFkB inh
# Entry for `COCCN1C(=O)CCC1(C)C(=O)Nc1ccc2ccccc2c1` (stereo unspecified) → 0	1	17	nt	-13	-1	-4	2	-9	-2	nt
# Entry for `CN(C)C(=S)NC(=S)Nc1ccc2ccccc2c1` → -37	1	-141	-8	-35	-111	-48	23	-125	16	-16
# Entry for `O=C(Nc1ccc(N2CCOCC2)cc1)c1ccc(Cl)c(S(=O)(=O)N2CCCC2)c1` → 30	-5	0	-13	14	13	28	24	25	27	22
# Entry for `CC(=O)Nc1cccc(OCC(=O)Nc2ccc(F)cc2)c1` → -28	-1	-21	8	13	-31	-39	-22	-33	-4	-12
# Entry for `Cc1ccc(C2NC(=S)NC3=C2N2CCC3CC2)cc1` (stereo unspecified) → -10	5	10	7	9	7	5	24	5	-9	0

# (next part)
SMILES,SRC2 inh,NOD2-RIPK2 inh,LRH-1 inv ag,TLR9-MyD88 block,NR2F2 inh,NCOA1 inh,TROY NFkB inh,TWEAK Fn14 block,NCOA3 inh,C8 TRAIL sens,LMP1 NFkB inh
O=C(Nc1cccc2ccccc12)c1ccccc1NS(=O)(=O)c1cccc2cccnc12,19,-7,11,-4,-1,2,-22,8,9,-4,-19
Nc1n[nH]c(N)c1N=Nc1ccc2c(c1)OCO2,-30,2,-37,3,-40,-23,-4,17,-39,12,-12
COc1ccc(OC)c(CN2CCN(C(=O)CNC(=O)c3ccccc3F)CC2)c1,-3,-4,-2,3,4,-14,-2,-5,0,-18,40
COc1cc(NC(=O)c2cc(-c3cccnc3)nc3ccc(Br)cc23)cc(OC)c1,7,-18,-2,2,10,-1,3,-3,17,5,-2
COc1ccccc1C(=O)NCC(=O)OCC(=O)c1ccc(Cl)s1,-40,-6,4,1,19,-14,-1,-15,3,-8,4
Cc1oc2c(CN3CCCC3)c(O)ccc2c(=O)c1-c1ccc(Br)cc1,-5,0,17,-1,10,4,1,-1,7,8,-13
COc1ccc(-c2nnc(SCC(=O)N3CCOCC3)n2C)cc1OC,1,-11,15,-3,-11,-9,-6,-14,20,6,2
NC(=S)Cc1ccc(Cl)cc1Cl,-35,-1,10,-1,8,-3,-10,21,18,20,1
COc1ccc(S(=O)(=O)N2CCC(C(=O)N3CCc4ccccc4C3)CC2)cc1C,-4,-13,9,-5,13,7,6,-6,8,3,1
COc1cccc(C(=O)NC(=S)Nc2nnn(C)n2)c1,-5,9,-10,2,-3,-1,-23,15,20,-3,1
CS(=O)c1ccccc1-c1nc(-c2cccc(Cl)c2)no1 (stereo unspecified),-7,-5,-26,7,6,-30,-8,-20,-7,4,-4
COCCNC(=S)Nc1ccc(N2CCOCC2)c(S(=O)(=O)Nc2ccc(Cl)cc2)c1,-7,0,-32,-1,-2,-28,-5,11,15,-9,-2
Cc1ccc(CNC(=O)CNC(=S)N(Cc2ccccc2)Cc2ccccc2F)cc1,14,7,1,6,10,-7,31,3,20,2,-1
CN(CCOC(=O)c1ccco1)Cc1ccccc1,2,-1,0,11,-8,-1,-15,-12,-3,-1,10
COc1ccc(CC(=O)Nc2nnc(CC(C)C)s2)cc1S(=O)(=O)N1CCOCC1,-10,-6,0,-5,-1,-1,22,-11,9,3,-2
COC(=O)C(NC(=O)c1ccccc1)(Nc1nccs1)C(F)(F)F (stereo unspecified),-38,-11,-2,-5,4,5,6,-5,-5,-20,6
CSc1ccccc1C(=O)NCCS(=O)(=O)N1CCN(c2ccc(F)cc2)CC1,6,1,-1,-4,15,-22,5,-8,-12,-13,2
Cc1ccc(-n2cnc3c(=O)[nH]cnc32)cc1,-9,-19,-5,-4,0,0,-32,4,-16,-1,-3
Cc1nc2cc(NC(=O)COc3ccc(C#N)cc3)ccc2n1-c1ccccc1,-7,2,13,-4,16,-2,-4,6,1,6,3
CCOC(=O)N1CCN(Cc2nc3cc(NC(=O)c4ccco4)ccc3n2CC)CC1,-47,-16,-11,-4,-12,-47,-2,-6,-32,5,-6
CN(C)S(=O)(=O)c1cccc(NC(=O)c2ccc(S(=O)(=O)N3CCCCC3)cc2)c1,24,-9,-11,-8,13,-10,1,14,5,12,0
Cc1ccc(CC(=O)NNC(=O)c2cccs2)cc1C,-5,13,1,-13,-27,-2,-8,-5,-4,-2,4
Cc1ccc(CN2CC(N3CCC(Cc4ccccc4)CC3)CS2(=O)=O)cc1 (stereo unspecified),14,-4,-5,nt,17,4,22,-9,0,-13,nt

# Look-ups from the list.
# Entry for COCCNC(=S)Nc1ccc(N2CCOCC2)c(S(=O)(=O)Nc2ccc(Cl)cc2)c1 under NCOA3 inh: 15
# Entry for CCC(C)(C(=O)NC1CCCCC1)N(C(=O)c1ccccn1)c1ccc(C)cc1 (stereo unspecified) under NCOA1 inh: 4
# Entry for CSc1ccccc1C(=O)NCCS(=O)(=O)N1CCN(c2ccc(F)cc2)CC1 under LMP1 NFkB inh: 2
# Entry for Cc1c(NC(=O)CN2C(=O)NC3(CCC(C)CC3)C2=O)c(=O)n(-c2ccccc2)n1C (stereo unspecified) under NOD2-RIPK2 inh: -10
# Entry for COc1ccc(OC)c(CN2CCN(C(=O)CNC(=O)c3ccccc3F)CC2)c1 under NCOA3 inh: 0
